Screening results: PubChem, several laboratories
Large T inhibition: SV40 large T antigen inhibitors, biochemical (AID 1903); SV40 large T antigen ATPase/helicase inhibition assay; higher % means a stronger effect; 310,000 compounds, 0.39% hits; one-dose inhibition, % at 20 µM; IC50 in µM for titrated hits; in the data active = a potency from the dose series; also: strong numbers were not always called active
LYP inhibition: PTPN22 lymphoid phosphatase activity blockers – biochemical, fluorescence intensity, uHTS (AID 1779). recombinant LYP phosphatase, fluorescence intensity; higher % means a stronger effect. inhibition, % at 11.5 µM, or IC50 in µM where a hit was titrated. 290,000 compounds, 0.054% hits; in the data active = inhibition above about 50%;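 also: plate controls were vehicle with enzyme for no effect and no enzyme for full effect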
Hep lipid drop: hepatic lipid droplet formation modulation; AML12 mouse hepatocytes, oleate lipid droplets, BODIPY imaging; inhibition, % at 6.5 µM; 240,000 compounds, 0.4% hits;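 active = lipid droplet intensity inhibited by at least 50%, with more than 500 cells counted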
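material = mouse AML12 hepatocyte cell line, fixed after treatment | also added = 100 µM oleic acid challenge | doses = compound at 6.5 µM only | schedule = overnight exposure | technique = Image-based BODIPY and DAPI two-channel analysis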
GPR35 antagonists: inhibition of zaprinast-stimulated GPR35 beta-arrestin translocation – imaging, U2OS, beta-arrestin-GFP, zaprinast agonist, primary screen (AID 2058); 290,000 compounds, 0.052% hits; inhibition, % at 10 µM; hits with a dose series show IC50 in µM; U2OS GPR35 beta-arrestin-GFP translocation imaging, zaprinast antagonism; higher % means a stronger effect;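 active = inhibition of at least 50% with at least 30 cells and total cytoplasm GFP at most 10,000,000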
T cell HTS: modulates CD8 T cell binding to vesicles | 2C CD8+ T cell-vesicle binding, flow cytometry; stronger effect = lower value | 330,000 compounds, 0.068% hits | calls only at 7 µM;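 active = response, share of CD8 T cells binding vesicles, and their 90th percentile fluorescence all below set limits, cut at about 80% in these data, passing the limit was not always enough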
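Benchmarks: naked versus QL9-loaded vesicles / Assay system: purified 2C TCR transgenic mouse naive CD8+ T cells / Technique: high-throughput flow cytometry with anti-B7-1 and anti-CD8 staining / Timing: Cell–vesicle co-incubation 1.5 h at 37 °C, staining 20 min on ice / Read-out: percent CD8+ FL2 mean versus row control / Probe or stimulus: QL9-loaded Drosophila micro-vesicles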
GPR55 LPI antagonism: GPR55 antagonists blocking LPI-driven arrestin recruitment, primary screen, imaging, U2OS, beta-arrestin-GFP, LPI agonist (AID 2013); U2OS GPR55 beta-arrestin-GFP translocation imaging, LPI antagonism; higher % means a stronger effect; inhibition, % at 10 µM; hits with a dose series show IC50 in µM; 290,000 compounds, 0.13% hits;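 active = spots per cell inhibited over 60%, with over 100 cells counted and total cytoplasm intensity under 500,000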;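 also: U2OS cells stably carrying GPR55 and arrestin-GFP stimulated by 5 µM LPI near EC80; imaged beta-arrestin-GFP aggregate spots per cell after agonist stimulation; plate controls were LPI-stimulated DMSO wells for no effect and DMSO wells without LPI for full effect; some results filed as inactive read as strong as hits; confirmed hits need IC50 under 10 µM and bright autofluorescent wells are also inconclusive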
Rac1 GTP hydrolysis: MgcRacGAP GTPase-activating activity inhibitors, confirmation, biochemical, ADP Hunter fluorescence; 340,000 compounds, 0.6% hits; MgcRacGAP-stimulated Rac1 GTP hydrolysis, ADP Hunter fluorescence; higher % means a stronger effect; GST-tagged Rac1 F28L mutant substrate; inhibition, % at 30 µM, or IC50 in µM where a hit was titrated; AID 624330;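 active = first-screen hits whose inhibition reached a set limit at any dose in the follow-up dose series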;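 also: fluorescence reports GDP produced by GAP-driven GTP hydrolysis; strong numbers were not always called active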
NTR1 agonist: NTR1-driven beta-arrestin-GFP spot formation – imaging, U2OS cells, high content, primary screen (AID 493036) | agonist mode | 330,000 compounds, 0.17% hits | activation, % at 20 µM | P30989;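 active = activation at or above 40% of the spot to cytoplasm intensity ratio, with at least 20 cells analyzed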;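 also: 0% = DMSO without peptide and 100% = 100 nM NTR1 peptide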
Target sequence (P30989 whole entry, looked up): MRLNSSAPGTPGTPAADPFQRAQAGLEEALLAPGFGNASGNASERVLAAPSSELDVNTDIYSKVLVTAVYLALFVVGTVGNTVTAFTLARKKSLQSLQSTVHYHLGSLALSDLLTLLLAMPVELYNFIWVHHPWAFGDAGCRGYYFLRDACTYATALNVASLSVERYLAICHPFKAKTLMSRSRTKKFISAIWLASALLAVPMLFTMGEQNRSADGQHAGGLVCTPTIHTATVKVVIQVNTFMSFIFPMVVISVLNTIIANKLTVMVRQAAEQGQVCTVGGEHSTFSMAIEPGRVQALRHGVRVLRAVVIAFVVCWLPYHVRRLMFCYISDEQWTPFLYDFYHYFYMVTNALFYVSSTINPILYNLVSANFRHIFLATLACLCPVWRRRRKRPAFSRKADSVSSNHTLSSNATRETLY
GPR55 beta-arrestin: GPR55 agonists via beta-arrestin recruitment, primary screen, imaging, U2OS cells, beta-arrestin-GFP redistribution (AID 1961); activation, % at 10 µM, or EC50 in µM where a hit was titrated; 290,000 compounds, 0.048% hits; U2OS GPR55 beta-arrestin-GFP redistribution imaging; higher % means a stronger effect;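 active = activation above 40% with more than 50 cells counted in the well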;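 also: U2OS osteosarcoma cells stably expressing GPR55 and beta-arrestin-GFP; plate controls were DMSO negative control for no effect and LPI positive control for full effect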
Hep lipid drop cells 6.5 µM: recorded beside Hep lipid drop, whose call it bears; cell count; measured here: cell count, cytotoxicity flag;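 cells counted across two imaged fields per well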
T cell HTS vesicle-bound %: further read-out of T cell HTS, marked with its call; double positive events, %; measured here: CD8+ vesicle-bound cell fraction;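 binding gate set so that unloaded-vesicle control wells show 10% double positive cells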
NTR1 agonist cell count 20 µM: also measured in NTR1 agonist; calls as there; cell count; measured here: cell count, cytotoxicity flag
* hit, by the source's call; i = inactive; x = no result given.

SMILES	Large T inhibition	LYP inhibition	Hep lipid drop	Hep lipid drop cells 6.5 µM	GPR35 antagonists	T cell HTS	T cell HTS vesicle-bound %	GPR55 LPI antagonism	Rac1 GTP hydrolysis	NTR1 agonist	NTR1 agonist cell count 20 µM	GPR55 beta-arrestin
O=C(CSc1nc2ccccc2o1)Nc1nc2ccc(Br)cc2s1	1.6%	-10.7%	-15.4	778	9.9%	i	45.5	-21.4%	8.9%	0.6	59	0.0%
COC(=O)c1sccc1NC(=O)COc1ccc(F)cc1Cl	2.4%	-3.6%	-9.2	662	8.6%	i	32.8	3.9%	7.0%	11.6	66	1.3%
COc1ccc(OC)c(C2SCCN2S(=O)(=O)c2cccc(C(F)(F)F)c2)c1 (centres undefined)	14.3%	0.6%	x	x	-10.4%	i	42.3	10.4%	0.9%	3.9	48	-0.1%
Cc1nc(N2CCN(c3ccccn3)CC2)c2c(C)c(C(=O)Nc3c(F)cc(F)cc3Br)sc2n1	8.7%	-8.1%	-29.4	746	-4.3%	i	12.2	8.0%	5.9%	-0.4	50	-0.2%
COCCN1C(=O)c2oc3ccccc3c(=O)c2C1c1ccc(C(=O)OC)cc1 (centres undefined)	13.4%	-0.7%	17.0	614	11.9%	i	62.5	0.3%	5.6%	-3.7	57	0.2%
Cc1cc(C)cc(N2C(=O)C3CC=CCC3C2=O)c1 (centres undefined)	9.3%	0.1%	2.7	736	-1.1%	i	32.2	3.2%	2.9%	-1.9	96	0.0%
O=S(=O)(O/N=C1\CCCc2ccccc21)c1ccc(Cl)cc1	6.5%	-14.3%	-4.9	755	-8.7%	i	66.5	-0.6%	-0.1%	0.6	53	0.0%
Cc1[nH]c2ccccc2c1C(=O)CSC(=S)N1CCN(C)CC1	16.9%	-4.6%	23.1	752	0.4%	i	6.6	8.8%	12.1%	0.1	50	0.0%
CC(C)(C)OC(=O)CNC(=O)c1[nH]cnc1C(=O)N[C@@H](Cc1ccccc1)C(=O)OC(C)(C)C	10.6%	6.2%	6.0	683	-5.0%	i	24.9	2.7%	5.5%	10.3	58	-0.1%
CN1CCc2c(sc3c2c(=O)n(-c2ccccc2)c2nnc(SCc4ccccc4)n32)C1	7.3%	-6.2%	2.8	826	-3.3%	i	27.1	-14.8%	5.2%	2.5	82	0.0%
CN(C(=O)c1ccoc1)c1ccc2ccccc2c1	26.1%	-7.2%	14.1	708	-16.5%	i	16.3	1.4%	8.5%	0.0	40	-0.2%
CNS(=O)(=O)c1cc(Nc2ncnc3sccc23)ccc1C	21.9%	-6.1%	x	x	0.0%	i	56.0	29.7%	x	1.1	80	0.3%
Oc1c(I)cc(Cl)c2cccnc12	27.1%	-1.3%	x	x	-26.9%	i	29.2	8.6%	-3.7%	-0.9	67	-0.2%
Cc1c(-c2nn(C)c(=O)c3ccccc23)oc2ccc(F)cc2c1=O	4.0%	-0.2%	x	x	5.1%	i	34.3	10.2%	10.8%	-0.8	51	-0.2%
O=P(O)(c1ccc(Cl)cc1)c1ccc(Cl)cc1	3.2%	-3.7%	x	x	-0.7%	i	56.0	13.5%	7.2%	1.4	35	-0.2%
CCOc1ccc(C2Sc3ccccc3NC3=C2C(=O)OC3)cc1 (centres undefined)	-3.0%	-3.9%	x	x	12.6%	i	60.1	9.7%	10.5%	0.6	52	0.0%
O=C(CCn1c(=O)[nH]c2ccsc2c1=O)N1CC(=O)N(CCc2ccccc2)C(=O)C1	13.6%	-6.7%	x	x	2.9%	i	39.7	23.0%	1.5%	1.7	80	-0.2%
COc1ccc(N2CCN(S(=O)(=O)CCNC(=O)COc3ccc(Cl)cc3)CC2)cc1	1.8%	-4.1%	18.7	800	17.2%	i	15.9	6.1%	6.4%	1.4	66	0.1%
O=C(COc1ccc(C(=O)c2ccccc2)cc1)Nc1ncccc1O	27.2%	-4.7%	-10.9	705	-8.3%	i	11.7	-21.6%	5.3%	1.6	45	-0.1%
O=C(NCc1ccco1)C1CCCN1C(=O)Nc1ccccc1[N+](=O)[O-] (centres undefined)	10.3%	-6.9%	4.3	726	7.9%	i	15.3	2.6%	4.5%	-0.9	45	0.2%
COc1cccc(C(=O)Nc2nc(-c3ccncc3)cs2)c1	6.5%	-24.5%	0.2	735	-2.6%	i	34.0	-4.0%	2.9%	-2.4	77	-0.3%
CCC(C)Nc1nc(Cl)nc(NCCOc2ccccc2)n1 (centres undefined)	9.5%	-1.0%	-0.9	644	-7.9%	i	60.1	1.2%	4.3%	3.1	75	-0.2%
Cc1oc(-c2ccccc2F)nc1CS(=O)(=O)CC(=O)N1CCc2ccccc21	7.3%	0.4%	-13.7	628	-8.6%	i	44.6	0.7%	15.7%	2.3	73	0.2%
COc1ccc(C2=NOC(Cn3nc(C(=O)NCc4cccc(C(F)(F)F)c4)cc3-c3ccccc3)C2)cc1 (centres undefined)	4.6%	x	x	x	x	i	27.9	x	1.8%	-3.3	75	x
CCCCOC(=O)Nc1nnc(/C=C/c2ccc(OC)cc2)s1	8.4%	-2.6%	-12.8	567	-10.1%	i	22.9	26.1%	3.0%	-0.3	37	0.5%

Additional entries follow:
SMILES	Large T inhibition	LYP inhibition	Hep lipid drop	Hep lipid drop cells 6.5 µM	GPR35 antagonists	T cell HTS	T cell HTS vesicle-bound %	GPR55 LPI antagonism	Rac1 GTP hydrolysis	NTR1 agonist	NTR1 agonist cell count 20 µM	GPR55 beta-arrestin
Cc1ccc2c(c1)c1c(c(=O)n(-c3ccccc3C)c(=O)n1CC(=O)NCC1CCCO1)n2C (centres undefined)	12.7%	-22.2%	-2.5	687	-5.8%	i	42.9	4.3%	2.1%	-0.6	49	-0.1%
CCCC(C)c1nnc(NC(=O)CCS(=O)(=O)Cc2ccccc2)s1 (centres undefined)	0.6%	-12.0%	1.3	792	2.5%	i	19.9	5.9%	6.4%	1.0	55	-0.2%
Cc1cc(C)n(-c2nc3c(c(=O)n(C)c(=O)n3C)n2C)n1	3.9%	-12.4%	x	x	23.4%	i	38.1	-0.4%	12.9%	0.1	38	-0.2%
COc1ccc(Cn2c(=O)[nH]c3cc(C(=O)N4CCN(c5ccccn5)CC4)ccc3c2=O)cc1	8.0%	-2.9%	-11.9	680	21.7%	i	29.6	12.1%	4.8%	2.5	65	-0.4%
CC1CN(C(=O)C2(C)CC2(Cl)Cl)CC(C)O1 (centres undefined)	17.0%	-6.8%	23.6	724	-0.4%	i	26.7	15.1%	3.7%	0.2	63	0.0%
Cc1ccc(C(=O)n2nc(-c3cccnc3)nc2N)cc1	6.8%	-6.6%	-0.1	733	14.9%	i	51.2	-10.5%	2.6%	3.4	59	-0.2%
Nc1ccc(-n2cc(-c3ccccc3)[nH]c2=S)cc1	22.0%	-4.4%	0.1	838	-18.4%	i	15.8	1.5%	x	-0.4	59	-0.2%
O=C(Cn1cnc2cc([N+](=O)[O-])ccc2c1=O)Nc1ccc(Br)cc1	8.0%	7.3%	-3.0	641	-3.6%	i	7.5	1.2%	1.9%	2.9	53	0.0%
CCc1nc2ccccc2nc1N1CCN(S(=O)(=O)c2ccccc2)CC1	6.1%	-1.7%	-3.2	704	5.0%	i	22.0	10.9%	x	7.6	40	0.3%
CCOC(=O)c1ccoc1CSCC(=O)N1CCN(S(=O)(=O)c2ccc(C)cc2)CC1	1.1%	-9.0%	x	x	3.6%	i	23.4	-4.4%	6.8%	29.4	86	-0.1%
COc1ccc(NC(=O)[C@H](C)NC(=O)C2CCN(S(=O)(=O)c3ccc(OC)cc3)CC2)cc1	3.2%	-5.5%	3.7	691	9.3%	i	63.1	6.8%	10.3%	-0.7	53	-0.1%
Cn1c(=O)[nH]c(=O)c2c1nc(Br)n2CC(O)COCc1ccccc1 (centres undefined)	21.0%	-6.6%	x	x	-2.8%	i	48.5	6.7%	7.6%	-0.3	62	-0.3%
COc1ccc(S(=O)(=O)N2CCC(C(=O)NCc3ccccn3)CC2)cc1OC	6.8%	-7.6%	8.7	718	-10.0%	i	43.9	8.8%	8.8%	2.4	51	-0.1%
CC(=O)NC(=S)c1c(N)n(Cc2ccccc2)c(=O)n(C)c1=O	22.2%	-4.1%	1.6	752	-5.9%	i	23.1	4.3%	x	-1.2	29	-0.1%
COc1ccc2nc(SCC(=O)NCC3CCCO3)c(C#N)cc2c1 (centres undefined)	1.3%	-10.4%	5.1	824	-5.3%	i	23.8	-0.3%	10.3%	-0.9	49	-0.2%
CNCc1ccccc1Sc1cc(O)ccc1O	17.1%	-7.6%	-10.4	660	-15.4%	i	24.1	5.3%	13.4%	-1.2	59	-0.4%
COc1cc(NS(=O)(=O)c2ccc(N/C=C\C(=O)c3ccc(F)cc3)cc2)nc(OC)n1	10.5%	-0.3%	12.2	626	-8.1%	i	48.7	8.6%	7.2%	-0.5	45	-0.2%
CCC(=O)Oc1ccc(C2N(C(=O)CC)CCN2S(=O)(=O)c2ccc(C)cc2)cc1OC (centres undefined)	5.9%	-7.7%	x	x	10.2%	i	64.5	-1.2%	3.6%	-2.5	81	0.0%
CC(C)(Cc1ccc(O)cc1)NC(=O)CC(=O)N=Nc1c(O)[nH]c2cc(Br)ccc12	19.8%	0.7%	8.6	648	3.0%	i	27.9	-1.9%	15.9%	3.9	57	0.3%
Cc1ccc(C(=O)Nc2ccn(Cc3ccc(F)cc3)n2)o1	8.1%	1.6%	-5.5	564	6.2%	i	57.7	-6.0%	7.6%	0.1	42	-0.3%
COc1ccc(OCC(=O)N2c3ccc(C)cc3C3CN(C)CCC32)cc1 (centres undefined)	4.8%	-6.9%	1.8	704	-1.9%	i	51.5	9.6%	11.3%	-1.0	83	-0.3%

Reprinted at random: two records from the list.
SMILES	Large T inhibition	LYP inhibition	Hep lipid drop	Hep lipid drop cells 6.5 µM	GPR35 antagonists	T cell HTS	T cell HTS vesicle-bound %	GPR55 LPI antagonism	Rac1 GTP hydrolysis	NTR1 agonist	NTR1 agonist cell count 20 µM	GPR55 beta-arrestin
CCC(=O)Oc1ccc(C2N(C(=O)CC)CCN2S(=O)(=O)c2ccc(C)cc2)cc1OC (centres undefined)	5.9%	-7.7%	x	x	10.2%	i	64.5	-1.2%	3.6%	-2.5	81	0.0%
COc1ccc(NC(=O)[C@H](C)NC(=O)C2CCN(S(=O)(=O)c3ccc(OC)cc3)CC2)cc1	3.2%	-5.5%	3.7	691	9.3%	i	63.1	6.8%	10.3%	-0.7	53	-0.1%
